TNAP inh Pi: inhibitors of human tissue-nonspecific alkaline phosphatase. purified TNAP, pNPP, malachite green phosphate absorbance. inhibition, % at 20 µM. 21,000 tested, under 10 active. AID 614
Target sequence (P05186 whole entry, looked up): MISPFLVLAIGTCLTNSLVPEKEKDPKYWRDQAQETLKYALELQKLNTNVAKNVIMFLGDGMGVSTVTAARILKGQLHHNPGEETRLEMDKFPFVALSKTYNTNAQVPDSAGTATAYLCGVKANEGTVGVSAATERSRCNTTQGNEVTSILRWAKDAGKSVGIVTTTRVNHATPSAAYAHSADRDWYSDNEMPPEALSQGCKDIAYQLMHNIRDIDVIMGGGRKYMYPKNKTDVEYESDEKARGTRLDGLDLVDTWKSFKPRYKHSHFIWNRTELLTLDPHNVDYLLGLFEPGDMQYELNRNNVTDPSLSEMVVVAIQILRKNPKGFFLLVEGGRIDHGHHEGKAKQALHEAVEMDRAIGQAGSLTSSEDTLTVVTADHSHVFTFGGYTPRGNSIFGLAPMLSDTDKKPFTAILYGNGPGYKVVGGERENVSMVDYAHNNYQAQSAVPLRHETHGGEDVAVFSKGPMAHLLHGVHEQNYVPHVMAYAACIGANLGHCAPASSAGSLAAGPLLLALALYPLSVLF
TNAP inh pNP: inhibitors of human tissue-nonspecific alkaline phosphatase; P05186; 21,000 tested, under 10 active; AID 615; purified TNAP, pNPP hydrolysis, absorbance 405 nm; inhibition, % at 20 µM;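 note: 0% = DMSO only wells and 100% = 1 mM levamisole wells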
Starred values were filed as active, the others as inactive.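 Rule for the calls: active = inhibition above 50% at the 20 µM single-dose screen; inactive = the rest.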 These rows are one share of the data (hit frequency here may not be typical).

molecule,TNAP inh Pi,TNAP inh pNP
COc1ccc(CNc2nc3ccccc3n2CCN2CCCCC2)c(OC)c1,4,-6
O=C(Nc1ccc2c(c1)oc1ccccc12)C1CC1,6,1
Cc1cc(C)c(C(=O)CN2C(=O)CCC2=O)cc1C,-14,5
CC(=O)N(CN1C(=O)c2ccccc2C1=O)c1cccc(C)c1,-4,3
O=S(=O)(c1cccc(C(F)(F)F)c1)N1CCC(O)(c2cccnc2)CC1,0,0
O=C(Cc1cccs1)NCc1ccco1,11,4
O=C1CCC(C(=O)OCc2cc(Cl)ccc2OC(F)F)N1 (centres undefined),9,2
O=C(Nc1ccccc1)N(C1=NCCC1)c1ccc(OC(F)F)cc1,-1,-6
O=C(O)CC(C(=O)N(c1ccccc1)c1ccccc1)N1CCOCC1 (centres undefined),4,-1
COc1ccccc1C(c1nnnn1C(C)(C)C)N1CCN(Cc2ccncc2)CC1 (centres undefined),7,1
O=C(Nc1ccc(Cc2ccc(NC(=O)C3CC3)c(O)c2)cc1O)C1CC1,-42,-23
O=C(c1ccco1)N1CCN(c2ncnc3c2[nH]c2ccccc23)CC1,17,11
O=C1CCCc2nc(N3CCN(C(c4ccccc4)c4ccccc4)CC3)ncc21,12,3
Cc1nnc(SCCCN2C(=O)c3ccccc3C2=O)o1,8,3
O=C(NCCO)C1(c2ccccc2)CCCC1,-4,-1

7 successive records already listed, for reference:
molecule,TNAP inh Pi,TNAP inh pNP
O=C(O)CC(C(=O)N(c1ccccc1)c1ccccc1)N1CCOCC1 (centres undefined),4,-1
COc1ccccc1C(c1nnnn1C(C)(C)C)N1CCN(Cc2ccncc2)CC1 (centres undefined),7,1
O=C(Nc1ccc(Cc2ccc(NC(=O)C3CC3)c(O)c2)cc1O)C1CC1,-42,-23
O=C(c1ccco1)N1CCN(c2ncnc3c2[nH]c2ccccc23)CC1,17,11
O=C1CCCc2nc(N3CCN(C(c4ccccc4)c4ccccc4)CC3)ncc21,12,3
Cc1nnc(SCCCN2C(=O)c3ccccc3C2=O)o1,8,3
O=C(NCCO)C1(c2ccccc2)CCCC1,-4,-1

Following part
molecule,TNAP inh Pi,TNAP inh pNP
Cn1c(=O)n(Cc2ccccc2)c(=O)c2c1nc(NCC1CCCO1)n2Cc1ccccc1 (centres undefined),-14,-10
Nc1cccc(S(=O)(=O)c2cccc(N)c2)c1,2,-1
CCn1c(O)c(C=Nc2ccccc2)oc1=S,7,3
COc1cc(C2N(c3ccccc3)CCN2c2ccccc2)ccc1OC(C)=O,0,-2
O=C(OCCOc1ccc(Br)cc1)c1cnccn1,-8,-6
Cc1ccc(NCc2nnc(SCCN3CCCCC3)n2CC2CCCO2)cc1Cl (centres undefined),24,9
CCOC(=O)c1ccc(-n2[nH]c(-c3ccccc3)cc2=O)cc1,-6,0
Cc1cc(C)nc(-n2nc(C)cc2Nc2ccccc2)n1,9,2
CN(CC(=O)Nc1nc2ccccc2s1)S(=O)(=O)c1ccccc1,18,6
O=C(Nc1cccnc1)c1ccc(COc2ccccc2Br)o1,2,4
CCN(CC)C(=O)CSc1nnc(-c2ccccn2)n1-c1ccc(C)c(C)c1,8,1
O=C1COc2ccc(C(=O)COC(=O)C3CCN(S(=O)(=O)c4cccs4)CC3)cc2N1,6,4
CC1=C(c2ccc(Cl)cc2)[N+](=O)C(C)(C)N1[O-],9,6
Clc1ccc(OCc2nn3c(-c4ccncc4)nnc3s2)cc1,8,5
Cc1nnc(SCC(=O)n2c3c(c4ccccc42)CCCC3)s1,6,2

Next part
molecule,TNAP inh Pi,TNAP inh pNP
CCOc1ccc(-c2nnn(CC(=O)Nc3ccccc3OC)n2)cc1OCC,8,0
O=C(Nc1ccc2c(c1)OCCO2)C1CCN(C(=O)c2ccc(Br)cc2)CC1,-9,5
Cc1ccc2cc(C#N)c(SCC(=O)NCC3CCCO3)nc2c1C (centres undefined),9,5
O=C(CC1=NCCNC(c2ccccc2)C1)c1ccccc1O (centres undefined),13,3
Cn1c(-c2ccc3c(c2)OCO3)cnc1N,11,4
CS(=O)(=O)N(CC(=O)NCc1ccc2c(c1)OCO2)Cc1ccc(Cl)cc1,0,-4
CCSc1nnc(C)n1-c1ccc(C(=O)O)cc1,4,6
COC(=O)CCN(c1ccccc1)S(=O)(=O)c1ccc(OC)cc1,-4,-5
NC(=O)c1ccc(-n2nnnc2SCC(=O)Nc2ccc(N3CCOCC3)c(Cl)c2)cc1,14,2
O=C(COc1ccc(S(=O)(=O)N2CCCC2)cc1)NCCC1=CCCCC1,13,6
COc1ccc(C2C3=C(CC(C)(C)CC3=O)Oc3ncn(Cc4ccco4)c(=N)c32)cc1 (centres undefined),8,3
O=C(CCCC(=O)N(CC(=O)NC1CCCC1)Cc1ccc2c(c1)OCO2)Nc1ccccn1,-18,3
Oc1ccc(-c2csc(Nc3cccnc3)n2)cc1,-7,3
O=C(Cc1ccc(S(=O)(=O)N2CCOCC2)s1)NCC1CCCCC1,-6,3
CC(C)C[C@@H]1NC(=O)N(CCN2CCOCC2)C1=O,8,-3

Remaining list, next part.
molecule,TNAP inh Pi,TNAP inh pNP
c1ccc(CCCc2nc(-c3ccccn3)no2)cc1,-6,-6
COc1cc(C2C3=C(CC(c4ccco4)CC3=O)Nc3ccccc3N2C(C)=O)cc(OC)c1OC (centres undefined),7,6
CC(C)(C)c1csc(NC2=NS(=O)(=O)c3ccccc32)n1,7,4
N#CCc1nc2c3c4c(sc3ncn2n1)CCCC4,8,7
O=C(CCC(=O)Nc1ccc(Oc2ccccc2)cc1)NCCO,9,-1
Cc1nn2c3c(cnc2c1-c1ccc(Cl)cc1)C(=O)CC(c1ccco1)C3 (centres undefined),12,1
Cc1cc(C)cc(N2C(=O)CSC2c2cccs2)c1 (centres undefined),-22,6
O=C(O)CCCNS(=O)(=O)c1ccc2ccccc2c1,7,3
Cc1occc1C(=O)Nc1nnc(-c2ccncc2)s1,6,8
Cc1cccc(Nc2nc(N)nc(CN3CCN(c4ccc(F)cc4)CC3)n2)c1,1,7
O=C(c1cccc(F)c1)N1CCN(c2cccc(C(F)(F)F)c2)CC1,6,2
O=C1[C@@H]2C(Cc3ccc(O)cc3)NC3(C(=O)Nc4ccc(F)cc43)[C@@H]2C(=O)N1c1ccc(F)cc1 (some centres undefined),9,2
C=CCn1c(SCC(=O)NCc2ccco2)nnc1-c1ccc2ccccc2n1,10,7
Nc1ccc(S(=O)(=O)NC(=O)c2ccccc2)cc1,1,6
CCOc1ccccc1N(CC(=O)NCC1CCCO1)C(=O)CCC(=O)Nc1ccccn1 (centres undefined),9,3

Further compounds.
molecule,TNAP inh Pi,TNAP inh pNP
COc1cccc(CN2CCN(c3ncccn3)CC2)c1,7,1
CCCC(=O)Nc1ccc(Cl)c(NC(=O)c2ccco2)c1,3,8
COc1ccc2[nH]c(C)c(C(=O)CN3CCN(C(=O)c4ccco4)CC3)c2c1,9,7
COc1cccc(CSc2nnc(-c3ccc(F)cc3)o2)c1,-9,5
Cc1cccc2cc(C(c3nnnn3CC3CCCO3)N3CCCC4(CCCCC4)C3)c(=O)[nH]c12 (centres undefined),-2,-2
CSc1nc(NCC(C)C)nc(N2CCOCC2)n1,15,0
COc1ccc(C2C(C(C)=O)=C(O)C(=O)N2CCO)c(OC)c1 (centres undefined),6,1
CN(C)CCCNS(=O)(=O)c1cc(Cl)ccc1Cl,5,7
O=C(Cn1nc(-c2ccccc2)nc1-c1ccccc1)N1CCOCC1,2,5
CN(C)S(=O)(=O)N(CCN1CCOCC1)Cc1ccccc1F,8,5
Cc1occc1-c1nnc(SCC(=O)NCc2ccc3c(c2)OCO3)n1CC(C)C,11,3
Cc1ccc(C)c(NC(=O)C2CCCN2C(=O)OC(C)(C)C)c1 (centres undefined),-3,-9
Cn1c(=O)c2c3c(sc2n2c(SCc4ccccc4)nnc12)CCCC3,-16,1
Cc1ccc(CNC(=O)c2cc3c(=O)n4ccccc4nc3n(Cc3ccco3)c2=N)cc1,-14,5
O=S(=O)(CCc1nnc(-c2ccccc2)o1)c1ccc2ccccc2c1,12,4

Other records.
molecule,TNAP inh Pi,TNAP inh pNP
C(=NCCCN1CCOCC1)c1ccc2c(c1)OCO2,-16,4
CS(=O)(=O)N(CC(=O)N1CCN(c2ccccc2)CC1)C1CCCCC1,14,6
CCCC1(CCC)NC(=O)N(CC(=O)Nc2ccccc2OC)C1=O,-1,9
COc1ccc(CNC(=O)CN(CC2CCCO2)C(=O)CNS(=O)(=O)c2ccc(C)cc2)cc1 (centres undefined),4,-2
O=C(O)CCCC(=O)N1CCN(C(c2ccccc2)c2ccccc2)CC1,-13,-11
COc1ccccc1NC(=O)CN(Cc1ccco1)C(=O)c1ccc(-n2nc(C)cc2C)cc1,7,2
c1ccc(N2CCN(c3nc(NCc4ccco4)c4ccccc4n3)CC2)cc1,2,0
COCCn1nnnc1C(c1cccc(C#N)c1)N1CCCCCC1 (centres undefined),9,6
CCOC(=O)C1CCN(C(=O)CC(C)c2ccccc2)CC1 (centres undefined),12,8
COc1cccc(OC)c1C(=O)N1CCN(Cc2ccncc2)CC1,-1,-2
CCCc1nc2n[nH]c(N)c2c2c1CCCC2,-11,-8
COc1cccc(-n2c(SCC#N)nnc2-c2cnccn2)c1,9,-1
CC(Oc1cc(C(F)(F)F)cc(C(F)(F)F)c1)C(=O)NC(N)=O (centres undefined),7,2
CCC(C)(C)n1nnnc1CN(Cc1ccco1)Cc1cc2cc3c(cc2[nH]c1=O)OCO3,-4,-13
Cc1cccc(OCC(O)CN2CCN(C3CCCCC3)CC2)c1 (centres undefined),8,1

Shown as labelled records: four of the compounds above.
Structure: CS(=O)(=O)N(CC(=O)N1CCN(c2ccccc2)CC1)C1CCCCC1
  TNAP inh Pi: 14; TNAP inh pNP: 6

Structure: CCCC1(CCC)NC(=O)N(CC(=O)Nc2ccccc2OC)C1=O
  TNAP inh Pi: -1; TNAP inh pNP: 9

Structure: COc1ccc(CNC(=O)CN(CC2CCCO2)C(=O)CNS(=O)(=O)c2ccc(C)cc2)cc1 (centres undefined)
  TNAP inh Pi: 4; TNAP inh pNP: -2

Structure: O=C(O)CCCC(=O)N1CCN(C(c2ccccc2)c2ccccc2)CC1
  TNAP inh Pi: -13; TNAP inh pNP: -11

(next part)
molecule,TNAP inh Pi,TNAP inh pNP
COc1ccccc1N(CC(=O)NCCSc1ccccc1)S(C)(=O)=O,3,-1
COc1cccc(C(=O)SC2=NCCS2)c1,9,8
Cc1ccc(S(=O)(=O)C(CCC(=O)N2CCOCC2)S(=O)(=O)c2ccc(C)cc2)cc1,12,9
Cc1ccc(NCN2C(=O)c3ccccc3C2=O)c(C)c1,18,7
CCOC(=O)c1c(C)nc(-c2ccccc2)nc1NC(C)=O,14,4
O=S(=O)(O)c1nc2ccccc2n1Cc1ccc(Cl)cc1Cl,0,0
c1csc(-c2ccc3ccccc3n2)c1,14,4
O=C(Cc1cccs1)NCc1ccccc1F,0,0
Cn1ncc(C#N)c1NC(=O)C1CC(c2c(F)cccc2Cl)=NO1 (centres undefined),-18,3
COc1ccccc1/C=C/CN1CCOCC1,-1,3
c1cncc(-c2nnc(-c3cccs3)o2)c1,10,6
N#CCCN1CCN(C2=NC(=O)C(=C3CCCCC3)S2)CC1,8,1
Nc1cc(N)nc(SCC(=O)N2CCCCC2)n1,-3,-9
CCc1nnc(NC(=O)CN2C(=O)c3ccccc3C2=O)s1,2,2
CC(C)Cn1cnc2c(c1=O)c1nc3ccccc3nc1n2Cc1ccc2c(c1)OCO2,6,0

Part of the list above in order of heavy-atom count, rising.
molecule,TNAP inh Pi,TNAP inh pNP
c1cncc(-c2nnc(-c3cccs3)o2)c1,10,6
Nc1cc(N)nc(SCC(=O)N2CCCCC2)n1,-3,-9
O=S(=O)(O)c1nc2ccccc2n1Cc1ccc(Cl)cc1Cl,0,0
Cn1ncc(C#N)c1NC(=O)C1CC(c2c(F)cccc2Cl)=NO1 (centres undefined),-18,3
Cc1ccc(S(=O)(=O)C(CCC(=O)N2CCOCC2)S(=O)(=O)c2ccc(C)cc2)cc1,12,9
CC(C)Cn1cnc2c(c1=O)c1nc3ccccc3nc1n2Cc1ccc2c(c1)OCO2,6,0

The results go on:
molecule,TNAP inh Pi,TNAP inh pNP
CC1=C(C#N)c2nc(N)c(C#N)c(C)c2/C1=C\c1ccccc1,10,-1
c1cc2c(nn1)CCc1nonc1-2,2,-1
CCCCCCOc1ccc(/C(N)=N/O)cc1,10,-2
CCN(CC)C(=O)CSc1nc2ccccc2c(=O)n1OC,10,-1
COc1ccc(OC)c(C2C(C#N)=C(N)Oc3cc(C)n(Cc4ccccn4)c(=O)c32)c1 (centres undefined),8,6
CCn1c(SCC(=O)N2c3ccccc3Sc3ccccc32)nc2c1c(=O)n(C)c(=O)n2C,11,5
O=C(N1CCOCC1)N(CCN1CCOCC1)Cc1cccc(Cl)c1,0,0
O=C(NCCO)c1cccc(S(=O)(=O)N2CCCCC2)c1,-3,-4
CC1(C)Oc2ccc(C(=O)N3CCOCC3)cc2N(CC(=O)N2CCOCC2)C1=O,10,4
O=C(CSc1nnc(-c2cccs2)o1)N1CCCc2ccccc21,6,6
N#CC(C(=O)NC1CC1)c1nc2ccccc2nc1N1CCCC1 (centres undefined),15,5
COc1nc(C)ccc1-c1noc(-c2ccccn2)n1,0,-2
CCOC(=O)C1CCN(c2ncnc3c2cnn3-c2ccc(Cl)cc2)CC1,7,2
O=C(Cn1ccc(C(F)(F)F)n1)Nc1ccc(S(=O)(=O)NCc2ccco2)cc1,12,3
CCOC(=O)C(c1ccccc1)N1CCN(c2ccc(OC)cc2)CC1 (centres undefined),4,1

(list continues)
molecule,TNAP inh Pi,TNAP inh pNP
O=C(Cc1cccs1)Nc1ccc(N2CCOCC2)cc1,10,6
CC12CCC(C(=O)N3CCN(c4ccccc4)CC3)(CC1=O)C2(C)C (centres undefined),2,3
CCOc1ccc(-n2c(SCc3nc(-c4cccs4)no3)nnc2-c2ccncc2)cc1,8,-3
O=C(CC1CCCCC1)NC1CCCC1,7,4
CCCCOc1ccccc1C(=O)NCCCC(=O)O,6,2

High-throughput results (PubChem BioAssay)
